CRFBP-R2 block: antagonists of CRF-BP/CRF-R2 complex, primary screen, cell-based, HEK293, calcium dye fluorescence, uHTS | CRF-induced calcium fluorescence | inhibition, % at 11.8 µM | 350,000 tested, 0.59% active;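 active = inhibition of the ligand-induced calcium signal above about 50% at the single tested concentration, limit read from the data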
TAAR1 agonist: human TAAR1 agonists, primary screen, Fluo-8 calcium fluorescence, CHO RD-HGA16 cells. Trace amine-associated receptor 1 (Homo sapiens), Q96RJ0. vehicle wells 0%, saturating PEA agonist 100%. activation, % at 3 µM. 360,000 tested, 0.99% active;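 active = activation above the mean activation of all test compounds in the run plus 3 SD, cut at about 38% in these data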
Target sequence (Q96RJ0 whole entry, looked up): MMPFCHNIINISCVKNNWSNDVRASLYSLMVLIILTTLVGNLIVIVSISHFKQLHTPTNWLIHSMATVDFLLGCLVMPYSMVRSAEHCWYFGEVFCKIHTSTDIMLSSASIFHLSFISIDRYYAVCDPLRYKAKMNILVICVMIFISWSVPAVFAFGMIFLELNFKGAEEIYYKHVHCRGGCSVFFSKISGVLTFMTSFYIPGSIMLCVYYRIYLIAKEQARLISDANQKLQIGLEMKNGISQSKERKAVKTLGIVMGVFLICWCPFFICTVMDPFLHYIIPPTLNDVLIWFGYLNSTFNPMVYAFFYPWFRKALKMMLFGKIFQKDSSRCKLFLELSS
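System: CHO-derived RD-HGA16 cells with stable Gα16 and human TAAR1. Times: 17-24 h plating, Fluo-8 75 min 37 °C, 30 min RT. Measured by: calcium-sensitive Fluo-8 signal, excitation 470-495, emission 515-575 nm. Read-out basis: % activation relative to PEA EC100 response. Control set: DMSO and PEA EC100. Repeats: no replicates (n 1).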
M5 antag: human M5 muscarinic receptor antagonists, primary screen, CHO cells, Fluo-8 calcium fluorescence. Muscarinic acetylcholine receptor M5 (Homo sapiens), P08912. 360,000 tested, 0.59% active. CHO-hM5 cells, ACh EC80. inhibition, % at 3 µM;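 active = inhibition above a per-plate cutoff, the mean of that plate's test compounds plus 3 SD, cut at about 27% in these data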;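 also: 0% = acetylcholine EC80 with DMSO and 100% = DMSO without agonist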
M1 PAM parental: nonselective calcium activators in parental CHO-K1 cells, primary screen, counter-screen for M1 PAM project, cell-based, Fluo-8 calcium fluorescence, full deck, 1536-well. ATP EC20; 0% at ATP EC20, 100% at ATP max. 360,000 tested, 0.02% active. activation, % at 3 µM. AID 602247, 2012;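 active = activation above the run cutoff, the mean activation of all test compounds plus 3 SD, cut at about 40% in these data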;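 also: peak over basal fluorescence ratio in a 140 s read after ATP addition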
CHRM4 PAM: human M4 muscarinic receptor positive allosteric modulators, primary screen, CHO-K1 cells, Fluo-8 calcium fluorescence; Muscarinic acetylcholine receptor M4 (Homo sapiens), P08173; CHO-K1 hM4/Gqi5, ACh EC20; 0% = ACh EC20, 100% = maximal ACh; activation, % at 3 µM; 360,000 tested, 0.4% active; AID 624126, 2012;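 active = activation above its plate's cutoff, the mean activation of sample wells plus 3 SD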; also: some results filed as inactive read as strong as hits
Target sequence (P08173 whole entry, looked up): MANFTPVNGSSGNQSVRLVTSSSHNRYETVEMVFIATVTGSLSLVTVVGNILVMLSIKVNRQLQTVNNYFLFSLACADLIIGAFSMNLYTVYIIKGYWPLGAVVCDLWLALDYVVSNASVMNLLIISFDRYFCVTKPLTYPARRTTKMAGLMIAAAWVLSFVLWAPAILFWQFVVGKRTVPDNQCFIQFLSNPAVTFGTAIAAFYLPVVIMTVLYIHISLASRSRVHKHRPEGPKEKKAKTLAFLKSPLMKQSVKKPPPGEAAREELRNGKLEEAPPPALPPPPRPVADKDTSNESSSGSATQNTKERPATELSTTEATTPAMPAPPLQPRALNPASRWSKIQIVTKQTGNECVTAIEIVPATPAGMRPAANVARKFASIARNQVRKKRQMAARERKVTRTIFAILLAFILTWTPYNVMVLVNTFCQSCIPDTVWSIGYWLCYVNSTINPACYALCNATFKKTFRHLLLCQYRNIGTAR
M5 PAM: human M5 muscarinic receptor positive allosteric modulators, primary screen, CHO-K1 cells, Fluo-8 calcium fluorescence | activation, % at 3 µM | AID 624038, 2012 | CHO-K1 hM5, ACh EC20 PAM; 0% = ACh EC20, 100% = ACh EC100 | Muscarinic acetylcholine receptor M5 (Homo sapiens), P08912 | 360,000 tested, 0.3% active;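 active = activation above the run cutoff, the mean activation of all test compounds plus 3 SD, cut at about 18% in these data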
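Test system: CHO-K1 hM5 cells / Doses: single-point, 3 µM nominal / Times: Post-acetylcholine fluorescence recording 140 s / Technique: Fluo-8 calcium fluorescence / Measure: Max/basal fluorescence ratio as % of EC20–EC100 ACh window / Benchmarks: low control EC20 acetylcholine (0%), high control EC100 acetylcholine (100%) / Replicates: one well per compound, no replicates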
CHRM5 agonist: human M5 muscarinic receptor agonists, primary screen, CHO-K1 cells, Fluo-8 calcium fluorescence; 360,000 tested, 0.19% active; AID 624037, 2012; CHO-K1 hM5 cells; 0% DMSO wells, 100% maximal acetylcholine response; Muscarinic acetylcholine receptor M5 (Homo sapiens), P08912; activation, % at 3 µM;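 active = activation above the run's mean over test compounds plus 3 SD, cut at about 23% in these data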;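 also: signal is peak over basal fluorescence ratio across the kinetic read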
CRFBP-R2 agonist: agonists of CRF-BP/CRF-R2 complex, primary screen, cell-based, HEK293, calcium dye fluorescence, uHTS | calcium dye fluorescence (FLIPR); percent of saturating CRF peptide response | activation, % at 13.2 µM | 350,000 tested, 0.46% active | AID 588473, 2011;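 active = activation of at least 50%, plus an integration ratio under a set limit after plate pattern correction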;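 also: plate controls were neutral control wells without compound for no effect and CRF at EC100 for full effect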
TAAR1 antagonist: human TAAR1 antagonists, primary screen, Fluo-8 calcium fluorescence, CHO RD-HGA16 cells | Trace amine-associated receptor 1 (Homo sapiens), Q96RJ0 | antagonist | inhibition, % at 3 µM | 360,000 tested, 1.5% active | AID 624466, 2012;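 active = inhibition above a per-plate cutoff, the mean inhibition of test compounds on that plate plus 3 SD, cut at about 49% in these data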;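 also: 0% = DMSO plus EC80 beta-PEA response and 100% = DMSO alone without agonist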
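Assay system: CHO-derived RD-HGA16 cells stably expressing human TAAR1 plus Gα16. Timing: 140 s kinetic read after compound, 140 s after agonist. Technique: kinetic Fluo-8 calcium fluorescence measurement. Measure: % inhibition of agonist calcium response.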
* marks the source's active call; other numbers are inactive results; x = no result given.

SMILES	CRFBP-R2 block	TAAR1 agonist	M5 antag	M1 PAM parental	CHRM4 PAM	M5 PAM	CHRM5 agonist	CRFBP-R2 agonist	TAAR1 antagonist
CC(C)c1cc(C(=O)O)on1	9	4	8	3	15	-4	1	-0.4	11
COCc1nnc(NS(=O)(=O)c2ccc(OC)cc2)s1	5	0	-3	18	-3	2	1	-0.9	8
COC(=O)CN(c1cccc(OC)c1)S(C)(=O)=O	12	12	-14	25	10	4	4	0.2	-18
CN(C)S(=O)(=O)c1ccc(N2CCCC2)c(C(=O)Nc2ccc(C(N)=O)cc2)c1	4	0	4	-6	1	1	-6	0.5	-2
CCCNc1ccc(C(=O)OCC)cc1[N+](=O)[O-]	61*	-3	2	19	20	3	-11	-8.2	-11
Cc1cc(Cl)c(S(=O)(=O)N(C)C)cc1OCC(N)=O	11	10	7	-3	2	-2	-5	0.9	-10
N#CCCN(C(=O)Nc1ccc(Cl)c(Cl)c1)C1CCCCC1	12	15	7	-14	-6	-9	0	-0.7	5
CC(C)(C)S(=O)(=O)c1cnc(N2CCCC2)nc1N	4	15	0	24	-3	8	1	3.5	-1
CCc1sc(C(=O)Nc2ccc3c(c2)OCCO3)cc1Br	x	0	0	1	9	-1	-5	x	-27
CNS(=O)(=O)c1ccc(NS(=O)(=O)c2ccccc2F)cc1	3	8	-1	18	16	6	3	-0.6	-27
CN(C)c1ccc(Nc2nc(-c3cccnc3)cs2)cc1	4	-3	-4	10	6	-5	-6	0.6	3
Cc1ccc(S(=O)(=O)CC(=O)N(CCCN(C)C)c2nc3ccc(C)cc3s2)cc1	-14	31	3	6	-1	3	-3	0.6	-3
CCn1c(CNC(=O)COc2ccc(C(C)C)cc2)nnc1SCC(=O)Nc1ccccc1F	-13	16	-2	23	6	3	3	0.6	6
CCOC(=O)[C@@H]1[C@H]2COc3cc(OC)ccc3[C@@H]2N2C(=O)N(c3cccc(C)c3)C(=O)[C@]12C	10	12	-5	7	4	-2	4	-1.5	15
NNC(=O)Cn1cnc2ccccc21	-16	8	2	4	6	2	-5	-0.6	14
Cn1c(=O)c2c(nc(CN3CCN(c4ccccc4F)CC3)n2CCN2CCOCC2)n(C)c1=O	7	6	-1	24	4	3	-1	1.1	2
Cc1cc(C)c2c(=O)cc(C(=O)NCc3ccccc3)oc2c1	26	3	8	-4	-4	-4	-2	-1.1	-7
CNc1nc(-c2ccccc2)[n+](-c2ccc(C)cc2)s1	-63	0	1	14	-1	-6	-3	7.4	-6
CC1CCN(C(=O)C2COc3ccccc3O2)CC1 (stereo not given)	4	17	0	13	6	8	0	-1.0	1
Cc1cccc(S(=O)(=O)NC(Cc2c[nH]c3ccccc23)C(=O)O)c1 (stereo not given)	-7	4	-8	20	4	3	1	2.7	-12
CS(=O)(=O)N1CCC(Oc2cccc(C(=O)NCCCOc3cccnc3)c2)CC1	4	4	4	29	1	-1	-3	0.2	-10
Cc1ccc(CNc2ccc(N3CCOCC3)c(Cl)c2)cc1	3	1	11	3	2	-4	-1	0.6	10
CC(=O)O/N=C(\N)c1ccc(-c2csnn2)cc1	14	0	2	15	-3	5	1	3.9	-19
COc1ccccc1C(=O)Nc1ccc(NC(=O)c2ccco2)c(C)c1	23	2	-2	3	6	2	-1	-1.2	-20
CCOC(=O)CNC(=O)CSc1nnc(-c2ccc(OC)cc2)n1CC	-3	6	-4	13	-3	4	0	-2.1	-16
More compounds:
SMILES	CRFBP-R2 block	TAAR1 agonist	M5 antag	M1 PAM parental	CHRM4 PAM	M5 PAM	CHRM5 agonist	CRFBP-R2 agonist	TAAR1 antagonist
Fc1cccc(-c2csc(-c3ccno3)n2)c1	-3	-1	4	7	5	0	-5	-4.4	-26
CS(=O)(=O)N(CC(=O)NCCC1=CCCCC1)c1cccc([N+](=O)[O-])c1	3	2	-1	4	-1	2	-1	-0.5	0
COCc1c(C(=O)N/N=C\c2ccccn2)nnn1-c1nonc1N	-15	5	7	-13	2	-1	0	-0.1	-6
C/C(=N\NC(=O)c1cccs1)c1c(O)cc(C)oc1=O	5	-1	11	21	0	-9	-3	-1.3	7
Cc1cc(=O)oc2c3c(cc(OCC(=O)Nc4ccc(CCO)cc4)c12)OC(C)(C)CC3	13	0	11	3	1	-9	-1	-0.7	51*
Cc1cc(Cl)ccc1NC(=S)N1CCOCC1	-6	6	-9	4	13	3	0	-2.3	0
O=C(c1ccc(CN2CCOCC2)cc1)N1CCN(c2cccc(Cl)c2)CC1	4	9	11	4	-6	-7	-3	1.0	-7
O=C(Nc1cc(C(F)(F)F)ccc1N1CCOCC1)c1cccc(S(=O)(=O)N2CCOCC2)c1	8	3	5	5	1	-1	1	-1.1	-23
COCCNC(=O)C1c2cc(OC)c(OC)cc2C(=O)N(C)C1c1cccnc1 (stereo not given)	5	2	-2	7	2	-9	-6	1.4	20
O=C(O)CC(NC(=O)c1ccc2c(c1)OCO2)c1cccc([N+](=O)[O-])c1 (stereo not given)	4	6	8	11	-1	-3	-1	-1.2	10
CCOC(=O)Cn1c(=N)n(CCOc2ccc(F)cc2)c2ccccc21	-1	5	9	-30	-12	-4	-1	0.3	-34
CC[N+](CC)=N/N=C1\C=CC[N+]([O-])=C1	x	1	-6	-3	5	0	1	x	-19
Cc1ccc(N2CC(C(=O)NC3CCCCCC3)CC2=O)cc1 (stereo not given)	1	1	0	-6	2	-3	1	-0.2	-2
O=C(Nc1cccc([N+](=O)[O-])c1)N1CCN(c2ccccc2)CC1	0	4	14	12	-7	-7	0	-0.1	-25
COC(=O)[C@@]12C[C@@H](CC(=O)NCc3cccc(C(F)(F)F)c3)C(=O)N(Cc3cccc4ccccc34)C1=CCC(C)(C)C2	x	1	-11	x	7	10	2	x	-17
C#CCOCCOCCOCCNc1nc(N2CCOCC2)nc(N2CCN(C(=O)[C@H](C)n3cc(CCC(=O)O)nn3)CC2)n1	12	12	8	4	-5	9	2	-3.7	107*
COc1cccc(C(=O)Nc2nc(C)cs2)c1	-13	2	2	23	0	1	-5	0.3	3
COc1ccc(F)cc1C(=O)C1CCCN(Cc2c(C)n(C)n(-c3ccccc3)c2=O)C1 (stereo not given)	-2	13	-11	22	-13	3	-9	-0.6	6
CCOC(=O)c1c(S(=O)(=O)N2CCc3ccccc32)c(C)n(C)c1C	-10	-1	13	13	2	-3	-5	-3.3	-36
CCN(CC(=O)Nc1c(F)cccc1F)C(=O)CCc1ccc(OC)cc1	-1	8	2	14	7	3	1	0.0	-1
CC(=O)Nc1ccc(NC(=O)CSc2nnc(-c3ccco3)o2)cc1	-29	2	0	4	-4	2	1	-2.6	-7
C=CCn1c(COc2ccccc2)nnc1SCC(=O)O	-5	6	1	12	9	1	0	-0.5	7
CNC(=O)c1cc2c(=O)n3cccc(C)c3nc2n(C(C)C)c1=N	17	3	6	4	5	-4	-2	0.1	2
COc1ccc(Cc2nc3ccc(C(=O)N4CCC(N(C)C)C4)cc3o2)cc1 (stereo not given)	7	1	8	13	-2	-4	-6	2.1	-11
Cn1cc(CN(CCCN2CCOCC2)C(=S)Nc2cccc(Cl)c2)c2ccccc21	-18	9	4	11	6	-3	0	0.1	8
The list goes on:
SMILES	CRFBP-R2 block	TAAR1 agonist	M5 antag	M1 PAM parental	CHRM4 PAM	M5 PAM	CHRM5 agonist	CRFBP-R2 agonist	TAAR1 antagonist
Cc1cc(NC(=O)c2ccc(Cl)cc2)n(CCC#N)n1	-4	1	6	8	-4	0	-4	1.8	8
COc1cc(=O)[nH]c(=O)n1C(=O)Cc1ccccc1	-20	3	-1	14	-4	-1	-2	-0.1	-9
CCc1c(C)nc2[nH]nc(-c3ccccc3C)n2c1=O	42	0	-6	-3	21	0	-1	4.3	6
COC(=O)c1ccsc1NC(=O)CS(=O)(=O)c1ccccc1	-7	1	11	1	3	-7	-1	-1.8	-2
O=C(CNC(=O)c1cccc(F)c1)OCCOc1cccc(Cl)c1	4	-1	9	4	9	1	2	-1.3	-14
COc1ccc(NC(=O)COC(=O)c2ccc(N3CCCC3=O)cc2)cc1	2	3	-1	-14	-4	-19	0	-0.3	-23
CC[C@@H](C)[C@H](CN[C@H](CNC)[C@@H](C)O)NCCc1ccc(OC)cc1	-2	2	9	-7	4	6	0	-1.0	6
CCCc1cc(=O)oc2c(C)c(OCC(=O)NCCN3CCOCC3)ccc12	-6	5	18	-6	0	-6	-4	-1.4	-12
N#CC(C#N)=C1c2cc(S(=O)(=O)NCCO)ccc2-c2ccc(S(=O)(=O)NCCO)cc21	1	0	1	18	9	5	-3	-0.7	-26
COc1ccc(CNC(=O)CN(Cc2ccc(OC)cc2)C(=O)c2csnn2)cc1	-3	9	-3	4	7	1	-3	-1.2	12
COc1cccc(CN(C)C(=O)C23CC4CC(CC(NC(C)=O)(C4)C2)C3)c1OC	-2	2	16	18	4	-1	-5	-0.6	0
Cc1ccc(CSC2=NCCN2C(=O)c2ccc([N+](=O)[O-])cc2)cc1	-1	2	-2	-7	14	10	3	1.9	-21
Cc1ccc(NC(=O)C2CCN(S(=O)(=O)c3c(C)noc3/C=C/c3ccco3)CC2)nc1	-14	5	12	-11	-2	-5	-1	1.6	-16
CC1(C)CC(=O)C2=C(C1)OC(N)=C(C#N)C21CCN(C(=O)OCc2ccccc2)CC1	5	7	-1	9	4	4	-4	-0.5	7

Reformatted with two lines to a compound: 6 of the compounds above.
Each structure is followed by: CRFBP-R2 block, TAAR1 agonist, M5 antag, M1 PAM parental, CHRM4 PAM, M5 PAM, CHRM5 agonist, CRFBP-R2 agonist, TAAR1 antagonist
- CC[C@@H](C)[C@H](CN[C@H](CNC)[C@@H](C)O)NCCc1ccc(OC)cc1
→ -2, 2, 9, -7, 4, 6, 0, -1.0, 6
- CCCc1cc(=O)oc2c(C)c(OCC(=O)NCCN3CCOCC3)ccc12
→ -6, 5, 18, -6, 0, -6, -4, -1.4, -12
- N#CC(C#N)=C1c2cc(S(=O)(=O)NCCO)ccc2-c2ccc(S(=O)(=O)NCCO)cc21
→ 1, 0, 1, 18, 9, 5, -3, -0.7, -26
- COc1ccc(CNC(=O)CN(Cc2ccc(OC)cc2)C(=O)c2csnn2)cc1
→ -3, 9, -3, 4, 7, 1, -3, -1.2, 12
- COc1cccc(CN(C)C(=O)C23CC4CC(CC(NC(C)=O)(C4)C2)C3)c1OC
→ -2, 2, 16, 18, 4, -1, -5, -0.6, 0
- Cc1ccc(CSC2=NCCN2C(=O)c2ccc([N+](=O)[O-])cc2)cc1
→ -1, 2, -2, -7, 14, 10, 3, 1.9, -21
